LANA DNA inh: blocks KSHV LANA C-terminal domain binding to DNA; MBP-C-LANA/FAM-LBS DNA binding, fluorescence polarization; inhibition, % at 9 µM; actives 0.078% (n = 340,000); AID 504423;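 active = highest replicate inhibition at or above 60% at 9 µM, even if other replicates fall short; inactive = all replicates below 60% inhibition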;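 note: 0% = neutral control wells and 100% = 4 µM acridine orange control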
V-ATPase pH: yeast V-ATPase proton transport regulation by pHLuorin | S. cerevisiae, pHLuorin cytosolic pH fluorescence | response, % at 10 µM | actives 0.37% (n = 350,000) | AID 504577; in the data active = response mostly above about 7.3%, no sharp cut-off; inactive = mostly below about 5.4%; note: actives read high; inactives centre near 0; some compounds called inactive have numbers as strong as hits; reference of the scale not given here
Cardiac RTF inh: cardiac RTF calcium desensitization | P19429+P45379 | IANBD-labeled cardiac RTF, Ca2+ fluorescence | inhibition, % at 7.15 µM | actives 0.12% (n = 340,000);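 active = inhibition above the mean inhibition of all tested compounds plus 3 SD, cut at about 17% in these data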;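 note: assay run at fixed EC70 calcium of 1.6 mM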
CAL PDZ FP: CAL PDZ (human) peptide binding inhibition. Q9HD26. purified CAL PDZ, TMR-peptide fluorescence polarization, 1 h. inhibition, % at 24.9 µM. actives 0.92% (n = 300,000);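 active = mean inhibition of at least 30% with at least half of replicates also reaching 30%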;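 note: 0% = DMSO neutral control and 100% = excess unlabeled competitor peptide PRC23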
Keap1 Nrf2 FP: inhibitors of human Keap1-Nrf2 protein-protein interaction; actives 0.15% (n = 340,000); inhibition, % at 9.4 µM; Q14145; Keap1 Kelch-Nrf2 peptide fluorescence polarization, 1536-well; AID 504523; in the data active = inhibition above about 12%;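 note: human Keap1 Kelch domain with fluorescein labeled Nrf2 9mer peptide probe; 0% = neutral control wells and 100% = peptide positive control; higher means more block of Keap1 binding to Nrf2 peptide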
OPRM1-OPRD1 inv: inverse agonists of human mu-delta opioid receptor heterodimerization; cell-based MOR-DOR heterodimer luminescence, inverse agonism; P35372+P41143; actives 0.21% (n = 340,000); inhibition, % at 9.3 µM; AID 504357; in the data active = inhibition above about 22%, passing the limit was not always enough;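 note: 0% = cells with DMSO and 100% = wells without cells with DMSO; values of inactives mirror those of a sister screen read the other way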
Target sequence (P35372 whole entry, looked up): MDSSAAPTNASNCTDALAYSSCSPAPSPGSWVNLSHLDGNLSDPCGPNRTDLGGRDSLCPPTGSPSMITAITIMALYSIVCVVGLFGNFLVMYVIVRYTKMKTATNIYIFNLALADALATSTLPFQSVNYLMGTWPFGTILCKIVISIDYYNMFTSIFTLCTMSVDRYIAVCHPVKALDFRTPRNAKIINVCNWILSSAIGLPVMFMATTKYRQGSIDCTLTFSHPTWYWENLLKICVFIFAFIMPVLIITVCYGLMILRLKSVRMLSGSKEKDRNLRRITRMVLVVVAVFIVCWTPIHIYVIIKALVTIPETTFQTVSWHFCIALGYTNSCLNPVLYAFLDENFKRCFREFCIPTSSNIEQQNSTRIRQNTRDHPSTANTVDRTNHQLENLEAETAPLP
Target sequence (P41143 whole entry, looked up): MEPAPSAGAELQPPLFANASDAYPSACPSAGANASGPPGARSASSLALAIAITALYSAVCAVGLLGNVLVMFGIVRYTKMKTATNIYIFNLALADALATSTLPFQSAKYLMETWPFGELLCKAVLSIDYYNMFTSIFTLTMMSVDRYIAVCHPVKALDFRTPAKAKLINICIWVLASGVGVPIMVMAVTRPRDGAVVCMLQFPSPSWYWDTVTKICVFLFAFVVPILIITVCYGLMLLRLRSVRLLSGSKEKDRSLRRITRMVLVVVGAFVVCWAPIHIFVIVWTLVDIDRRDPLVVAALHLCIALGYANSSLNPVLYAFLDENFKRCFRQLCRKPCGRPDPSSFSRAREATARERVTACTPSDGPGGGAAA
HTR5A inv ag: inverse agonist of human HTR5A in OPRM1-OPRD1 counter-screen; P47898; HTR5A cell line, luminescence, inverse agonism; inhibition, % at 9.3 µM; actives 0.083% (n = 340,000); AID 504634; in the data active = inhibition mostly above about 23%, no sharp cut-off; inactive = mostly below about 18%;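 note: 0% = cells with DMSO and 100% = no-cell wells with DMSO; some compounds called inactive have numbers as strong as hits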
HTR5A ag: counter-screen for OPRM1-OPRD1 agonists: human HTR5A agonism | activation, % at 9.3 µM | actives 0.61% (n = 340,000) | HTR5A agonist assay, luminescence, cell-based | AID 504692 | P47898; in the data active = activation mostly above about 9.5%, no sharp cut-off; inactive = mostly below about 7.6%;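 note: 0% = cells with vehicle only and 100% = reference agonist; strong numbers were not always called active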
cardiac RTF act: increases calcium sensitivity of human cardiac regulated thin filaments. IANBD-labeled TnC RTF fluorescence at EC20 calcium; 0% EC20 calcium, 100% full calcium. P19429+P45379. actives 0.24% (n = 340,000). activation, % at 7.2 µM;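 active = activation above the mean over all tested compounds plus 3 SD, cut at about 30% in these data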;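 note: rise in fluorescence read as greater calcium sensitivity of cardiac thin filaments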
OPRM1-OPRD1 ag: OPRM1-OPRD1 heterodimerization agonism; P35372+P41143; cells, luminescence; activation, % at 9.3 µM; actives 0.3% (n = 340,000); in the data active = activation above about 18%;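 note: 0% = vehicle-treated cells and 100% = reference agonist; values of inactives mirror those of a sister screen read the other way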
Active calls of the source: *; nt = no result given. Random draw from the library. About 2.8% of those tested had a hit in this group.

SMILES | LANA DNA inh | V-ATPase pH | Cardiac RTF inh | CAL PDZ FP | Keap1 Nrf2 FP | OPRM1-OPRD1 inv | HTR5A inv ag | HTR5A ag | cardiac RTF act | OPRM1-OPRD1 ag
CCOC(=O)CNC(=S)n1ncnc1N | 1.4 | 1 | -9 | -4 | -4 | 12 | -6 | 2 | 0 | -2.1
CCOC(=O)c1ccc(-n2c(CN3CCN(CCO)CC3)nc3ccc([N+](=O)[O-])cc3c2=O)cc1 | -0.4 | -2 | 1 | -2 | 2 | 4 | 0 | 0 | 2 | -0.8
CC(=O)Nc1ccc(NC(=O)c2ccc(N(Cc3ccccc3C)S(C)(=O)=O)cc2)cc1 | 1.5 | 6 | -17 | -3 | -4 | -1 | 6 | 3 | 7 | 0.2
Cc1cc(C(=O)NNC(=O)NC(C)C)no1 | 0.5 | 5 | -22 | nt | -7 | 7 | -22 | -3 | 11 | -1.3
CCOc1ccc(-c2ccc(SCC(=O)NCC3CCCO3)nn2)cc1 (stereo not drawn) | 0.3 | -3 | -8 | 1 | -3 | 6 | -4 | -1 | 4 | -1.3
Cc1c(Cl)c(C(F)F)nn1CC(=O)NC1C(=O)N2C(C(=O)O)=C(CSc3nnnn3C)CSC12 (stereo not drawn) | 1.6 | 0 | 5 | nt | -8 | 10 | -13 | 1 | 4 | -1.9
O=C1NCC(=O)N2CCC[C@@H]12 | 3.3 | -1 | -8 | -2 | -4 | 7 | -10 | 5 | 4 | -1.5
O=C(c1cc(COc2cccc3cnccc23)on1)N1CCCC(CCCO)C1 (stereo not drawn) | 1.1 | 4 | -7 | 0 | -4 | -14 | -5 | 6 | -1 | 2.0
COC(=O)c1cc(O)cc(OC)c1C(=O)c1c(O)cc(C)cc1O | 3.2 | 0 | 1 | 1 | -5 | 15 | 2 | 5 | 13 | -3.0
O=C1OCC(CO)(CO)N=C1NNc1ccc(Cl)c(Cl)c1 | -1.0 | 2 | 2 | -5 | -2 | 30 | 3 | 7 | 9 | -5.3
CCn1nc(C(=O)NNC(=O)CCOc2cc(C)ccc2C)c2ccccc2c1=O | -1.5 | 0 | 10 | -4 | -3 | 13 | 16 | -4 | -3 | -2.4
COc1ccc(NC(=S)NCCC2=CCCCC2)cc1OC | -2.0 | 4 | 7 | nt | -2 | 8 | 1 | -1 | 3 | -1.6
CCN(CC(=O)Nc1c(F)cccc1F)C(=O)CC1CCCC1 | 1.7 | 4 | -11 | 0 | -4 | 17 | -29 | 11* | 0 | -3.3
CC(NC(=O)C12CC3CC(CC(C3)C1)C2)C(=O)N/N=C/C1=C(N2CCOCC2)C(=C\c2ccccc2)/CC1 (stereo not drawn) | -0.8 | -5 | -6 | -2 | -7 | 15 | 17 | -1 | -21 | -2.9
COCCN(CC(=O)Nc1cccc(S(=O)(=O)N2CCCC2)c1)Cc1nc2ccccc2c(=O)[nH]1 | 1.7 | 8 | -3 | nt | 0 | 25 | -5 | 2 | 10 | -4.8
CSc1nnc2c3ccccc3n(Cc3ccccc3)c2n1 | 0.9 | -1 | 0 | -1 | 1 | 16 | 0 | 3 | -1 | -3.8
COCCCn1c(C(=O)N2CCOCC2)cc2c(=O)n3cccc(C)c3nc21 | 1.5 | 0 | -3 | 1 | 1 | 13 | -16 | 4 | 1 | -2.5
CC(C)Oc1ccc(C(=O)N/N=C/c2ccc(-c3ccc(S(=O)(=O)Nc4ncccn4)cc3)o2)cc1 | 3.5 | 0 | 1 | -7 | -2 | 9 | 4 | -2 | -1 | -1.7
COc1ccc(-n2c(CNC(=O)c3cccs3)n[nH]c2=S)cc1 | -0.5 | 1 | 4 | -1 | -1 | 11 | -12 | -2 | -5 | -2.3
Cc1ccc2c(c1)C(=O)C(=O)N2Cc1ccc(C(F)(F)F)cc1 | -1.1 | 2 | 9 | -5 | -4 | 26 | -43 | 15 | 1 | -4.5

Pulled one by one from above:
SMILES | LANA DNA inh | V-ATPase pH | Cardiac RTF inh | CAL PDZ FP | Keap1 Nrf2 FP | OPRM1-OPRD1 inv | HTR5A inv ag | HTR5A ag | cardiac RTF act | OPRM1-OPRD1 ag
Cc1c(Cl)c(C(F)F)nn1CC(=O)NC1C(=O)N2C(C(=O)O)=C(CSc3nnnn3C)CSC12 (stereo not drawn) | 1.6 | 0 | 5 | nt | -8 | 10 | -13 | 1 | 4 | -1.9
CCOC(=O)c1ccc(-n2c(CN3CCN(CCO)CC3)nc3ccc([N+](=O)[O-])cc3c2=O)cc1 | -0.4 | -2 | 1 | -2 | 2 | 4 | 0 | 0 | 2 | -0.8

(listing goes on)
SMILES | LANA DNA inh | V-ATPase pH | Cardiac RTF inh | CAL PDZ FP | Keap1 Nrf2 FP | OPRM1-OPRD1 inv | HTR5A inv ag | HTR5A ag | cardiac RTF act | OPRM1-OPRD1 ag
CC(=O)c1c(C)[nH]c(C(=O)Nc2c(C)n(C)n(-c3ccccc3)c2=O)c1C | 2.0 | 2 | -4 | -1 | -6 | 8 | -7 | 1 | -2 | -1.5
O=C(/C=C/c1ccc([N+](=O)[O-])cc1)NNC(=O)C1CC1 | 1.6 | 0 | -4 | 74* | 0 | 3 | -6 | 6 | 3 | -0.8
CCN(CCCNC(=O)C1CCN(S(=O)(=O)N2CCOCC2)CC1)c1cccc(C)c1 | 0.3 | 0 | -5 | 0 | -3 | 10 | -15 | 6 | 1 | -1.8
CCc1nnc(SCC(=O)N2CCCC(N3CCN(c4ccccc4C)CC3)C2)o1 (stereo not drawn) | -0.8 | 3 | -8 | -6 | -2 | 12 | 4 | 2 | 3 | -2.2
O=C(NNC(=O)C1CC=CCC1C(=O)O)c1cccs1 (stereo not drawn) | -0.1 | 1 | -8 | 3 | -1 | 10 | -8 | 3 | -1 | -1.8
CCOC(=O)C1=C(C)NC(=S)N(C=O)C1c1ccccc1 (stereo not drawn) | 0.9 | -3 | -5 | 1 | -5 | 7 | -2 | 1 | 12 | -1.4
CCOC(=O)NC(Nc1ncccn1)(C(F)(F)F)C(F)(F)F | 8.7 | 1 | 3 | 5 | 4 | 12 | 15 | -3 | 0 | -2.7
CC(C)OC(=O)NC(C)(C)COC(=O)Nc1cccc(Cl)c1 | -0.3 | -3 | 0 | 0 | -2 | 8 | 25 | 9 | -2 | -1.5
CCCC(=O)Nc1cc(S(=O)(=O)N(CC)CC)ccc1Cl | 0.0 | -2 | -14 | -1 | -1 | 5 | -34 | -1 | 5 | -1.0
CC(C)Cn1cnc2c(SCc3ccccc3F)nc(N)nc21 | 1.8 | -3 | 3 | -7 | -3 | 10 | -18 | 4 | -5 | -1.9
CCOC(=O)C1=C(c2ccccc2)NC(SCC(=O)Nc2cccc(C)c2)=C(C#N)C1c1ccco1 (stereo not drawn) | 2.4 | 1 | -30 | -2 | -4 | -15 | -13 | 10 | 2 | 2.8
CCC(C)(C)n1nnnc1C(c1ccc(OC)c(OC)c1)N1CCN(c2ccc(OC)cc2)CC1 (stereo not drawn) | 0.0 | 1 | -9 | nt | -3 | -5 | -23 | 5 | 2 | 1.0
CC(C)(C)Nc1nc(Nc2ccc([N+](=O)[O-])cc2)nc(NC(C)(C)C)n1 | 3.0 | 0 | 1 | -1 | -5 | 12 | 13 | -3 | -1 | -2.3
Cc1ccc2c(c1)N(CCC(=O)NCCCN1CCCC1)C(=O)C(C)O2 (stereo not drawn) | -0.8 | 1 | 5 | 3 | 2 | 6 | -24 | 6 | -4 | -1.0
COC(=O)[C@@]1(C)[C@H]2C(=O)N(Cc3ccccc3)C(=O)[C@H]2[C@H]2CN=C(SCc3ccc(C)cc3)N21 | -0.3 | 1 | -6 | 3 | -2 | 9 | 1 | 0 | -2 | -1.7
Cc1ccc(OCC(=O)Nc2ccc(S(=O)(=O)Nc3cc(C)nc(C)n3)cc2)cc1 | 1.5 | 2 | -3 | -5 | 1 | 5 | 20 | -5 | -3 | -1.0
FC(F)(F)c1cccc(NCc2n[nH]c(=S)n2C2CCCCC2)c1 | -3.6 | 2 | 6 | -1 | 0 | -59 | -8 | 3 | -2 | 11
COc1ccc(OC)c(C(=O)NC(CC(N)=O)c2ccc(NCC3CC3)c([N+](=O)[O-])c2)c1 (stereo not drawn) | 1.4 | -1 | -6 | 0 | -2 | 4 | 20 | 0 | 2 | -0.7
COC(=O)/C(=C\Nc1ccccc1)NC(=O)c1ccc(Cl)cc1Cl | 4.3 | -2 | 6 | -1 | -1 | 1 | -3 | 8 | -9 | -0.1
O=C1C2C3C=CC(O3)C2C(=O)N1N=C1CCCCC1 (stereo not drawn) | 0.7 | -3 | 3 | -5 | -3 | 5 | 6 | -2 | -7 | -1.0
COc1ccc(C(=O)N2CCc3cc(OC)c(OC)cc3C2c2ccc(OC)c(OC)c2)cc1OC (stereo not drawn) | 0.8 | 2 | -3 | -5 | -2 | 1 | 8 | -2 | 8 | -0.2
CCCCNC(=O)c1cc(S(=O)(=O)N2CCCCC2)oc1C | 3.3 | -1 | 1 | 2 | -1 | 12 | -8 | 3 | 6 | -2.2
CCO[C@@H]1OC(C(=O)O)=C[C@H](C)[C@H]1CCCO | 0.9 | -6 | -1 | -4 | -3 | 9 | -3 | 0 | -7 | -1.6
Cn1c(=O)[nH]c(=O)c2c1nc(N1CCCC1)n2CCO | -0.4 | 4 | -1 | -4 | 0 | -4 | 6 | -2 | 2 | 0.9
CCC1CCCCN1S(=O)(=O)c1ccc(C(=O)Nc2nnc(C3=COCCO3)o2)cc1 (stereo not drawn) | -0.3 | -1 | -3 | 0 | 3 | 13 | -18 | 1 | -4 | -2.3
COCCNCc1ccc(C(C)C)cc1 | 1.0 | -2 | 6 | 1 | -1 | 12 | 10 | -3 | 3 | -2.4
Cc1n[nH]c(C)c1CN(C)C(=O)C1CCC(=O)N(CC2CCCCC2)C1 (stereo not drawn) | -0.6 | -2 | -5 | -3 | -1 | 6 | -1 | -1 | -3 | -1.2
COCCn1c(SCC(=O)Nc2ccc(F)cc2F)nc2c([nH]c3ccccc32)c1=O | -0.4 | -2 | 0 | 2 | 1 | 20 | 11 | -5 | 0 | -3.9
COc1ccc(C(CCNCc2ccccc2F)c2ccc(F)cc2)cc1 (stereo not drawn) | 0.8 | 1 | 2 | -2 | -10 | -9 | 6 | -5 | 6 | 1.8
C[C@@H]1CCCCCCCCC(=O)OCCN1C(=O)OC(C)(C)C | -0.8 | 0 | 0 | -6 | -1 | -38 | -24 | -2 | -7 | 6.2
CN(C(=O)c1ccccc1)c1nccnc1C#N | -0.3 | 5 | -1 | -2 | -5 | 15 | -8 | 2 | 1 | -3.2
CC(C)c1ccc(NC(=O)C2CCN(c3ncnc4c3nc3n4CCCCC3)CC2)cc1 | 0.7 | -2 | -5 | -6 | -5 | -27 | -9 | 4 | 2 | 5.2
CC(C)CCN(C(=O)c1ccc(Br)cc1)c1c(N)n(Cc2ccccc2)c(=O)[nH]c1=O | 0.1 | 0 | -7 | nt | -5 | 15 | 9 | 0 | -2 | -3.8
CCCC(C)C(=O)Nc1nnc(C)s1 (stereo not drawn) | -1.6 | 5 | 0 | 3 | -2 | 9 | 3 | 0 | 1 | -1.7
CC(C(=O)Nc1c2c(cc3c1CCC3)CCC2)N1CCCC1 (stereo not drawn) | -1.0 | 1 | 1 | -2 | -3 | 8 | -9 | 2 | -1 | -1.5
COc1ccc2[nH]c(=O)c3c(c2c1)OC(C)(C)C=C3 | 0.3 | -1 | -25 | -2 | 5 | 4 | 2 | 3 | 2 | -0.8
CCN(C(=O)c1ccc2c(OC)n(CC)nc2c1)c1ccc(OC)cc1 | 0.4 | 3 | 1 | -6 | -9 | 11 | -3 | 7 | 0 | -2.0

From PubChem
